B2AR arrestin: agonists driving beta-arrestin recruitment to human beta2-adrenergic receptor. P07550. beta-arrestin recruitment to beta2AR, cell-based reporter. Potency, µM (doses to about 46.1 µM), for inactives: at the highest dose activation, actives largely listed as activators. 330,000 tested, 0.02% active. AID 492947;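 note: potency is the fitted concentration of half-maximal effect; 0% = DMSO controls and full agonism = EC100 isoproterenol or metaproterenol; nearly all actives have a fitted effect of over 65% in size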
ELG1 repair inh: blocks ELG1-dependent DNA repair in HEK293T cells | HEK293T ELG1-luciferase reporter, luminescence, 16 h; DNA damage induced by 5-fluorouridine | Potency, µM (top dose mostly 46.1 µM), inactives show at the highest dose activity change, negative = inhibition, hits mostly inhibitors | 330,000 tested, 2.3% active | AID 504467; note: potency is the fitted concentration of half-maximal effect; % is set by controls: 0 for no effect and ±100 for the full control effect; nearly all actives have a fitted effect of over 55% in size
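Quantitative HTS, concentration-response format. 2,000 cells/well co-treated with 5-fluorouridine and compound, 16 hr in 5% CO2 at 37 °C; ONE-Glo luminescence read after 30 min.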
uPA generation: cell surface uPA generation inhibition. 330,000 tested, 0.31% active. AID 540303. Potency, µM (doses to about 38.3 µM), without a hit: at the highest dose activity change, negative = inhibition, actives largely listed as inhibitors. cell surface uPA generation assay, qHTS; active = well fitted inhibition curve with a large enough effect; inconclusive = small, poorly fitted or top-dose-only effect; inactive = no such curve, though single readings can be large or run the other way; tested in mouse RAW 264.7 cells; note: potency is the fitted concentration of half-maximal effect; % is set by controls: 0 for no effect and ±100 for the full control effect; nearly all actives have a fitted effect of over 55% in size
TCR activator: activators of T cell receptors | AID 504894 | 330,000 tested, under 10 active | Potency, µM (top dose mostly 9.22 µM), for inactives: at the top dose activation of IL-2 secretion, actives largely listed as activators | primary human leukocytes, anti-CD3, IL-2 HTRF, 48 h; note: % of control where 0% means no effect
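1) Mix primary human leukocytes, a-CD3 beads and compound. 2) Incubate 48 hr. 3) Add HTRF IL-2 reagents (a-IL-2-K, a-IL-2-d2).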
TSHR antag: human thyrotropin receptor antagonism; P16473; TSHR-expressing cells, TSH-stimulated cAMP HTRF, 2 h; stronger effect = lower value; activity change, negative = inhibition, % at 11.5 µM; 330,000 tested, 0.2% active; AID 504810;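 active = activity change below a set negative limit, meaning inhibition stronger than a set level, cut at about -70% in these data; inconclusive = activity change between two set negative limits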; note: % is set by controls: 0 for no effect and ±100 for the full control effect
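Antagonism was scored as loss of TSH-driven cAMP in TSHR cells, stimulated with 4nM TSH (EC80) for 2 hours at 37 deg C and detected by homogeneous HTRF competition immunoassay.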
TSG101-PTAP inh: blocks PTAP/TSG101 interaction to inhibit HIV-1 budding. Fluorescence polarization, FITC-PTAP peptide / Tsg101 binding. 340,000 tested, under 10 active. Potency, µM (titrated, usually from 115 µM), without a hit: at the top dose activity change, negative = inhibition, most hits filed as inhibitors. Q99816. AID 493005; active = well fitted inhibition curve with a large enough effect in the main read-out, with a control signal flat, not every such curve was filed as active; inconclusive = small, poorly fitted or top-dose-only effect, or effect the other way, or a change in a side signal; inactive = no such curve, though single readings can be large or run the other way; note: potency is the fitted concentration of half-maximal effect; % of control where 0% means no effect
Target sequence (Q99816 whole entry, looked up): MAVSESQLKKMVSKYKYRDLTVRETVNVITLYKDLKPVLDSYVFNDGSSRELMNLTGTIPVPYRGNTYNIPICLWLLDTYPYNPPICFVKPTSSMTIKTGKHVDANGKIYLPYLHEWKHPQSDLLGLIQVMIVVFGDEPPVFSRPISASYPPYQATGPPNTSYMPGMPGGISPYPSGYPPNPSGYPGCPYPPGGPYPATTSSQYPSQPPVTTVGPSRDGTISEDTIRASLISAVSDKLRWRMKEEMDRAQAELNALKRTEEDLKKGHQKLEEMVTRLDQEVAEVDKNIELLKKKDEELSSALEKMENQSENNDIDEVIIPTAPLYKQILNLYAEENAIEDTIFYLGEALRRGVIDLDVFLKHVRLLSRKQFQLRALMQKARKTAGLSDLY
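Steps: Tsg101 binding domain dispensed (10 uM final), compounds pinned in DMSO, FITC-labeled PTAP-motif peptide added (50 nM final); after 20 min binding at room temperature, polarization measured.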
Tb PFK block: blocks T. brucei phosphofructokinase; O15648; T. brucei PFK, ADP-Glo luminescence; Potency, µM (highest dose often 57.5 µM), for inactives: at the highest dose activity, negative = inhibition, actives largely listed as inhibitors; 330,000 tested, 0.17% active; AID 485367;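 note: potency is the fitted concentration of half-maximal effect; 0% = uninhibited 1x PFK enzyme wells and -100% = no-enzyme wells; nearly all actives have a fitted effect of over 60% in size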
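1.25 nM PFK with 0.5 mM F6P and 0.1 mM ATP in 0.1 M TEA pH 8.0, 5 mM MgCl2, incubated 45 min at room temperature; ADP measured by ADP-Glo luminescence; compounds titrated up to 57 uM.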
USP2a block: USP2a (human) protease inhibition. USP2 core, Ub-CHOP2 coupled fluorogenic reporter, 485/531. AID 463254. 330,000 tested, 0.01% active. O75604. Potency, µM (highest dose often 38.3 µM), inactives show top-dose activity change, negative = inhibition, usual class: inhibitors;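 note: potency is the fitted concentration of half-maximal effect; plate controls were DMSO wells for no effect and full inhibition by NEM control for full effect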
Target sequence (O75604 whole entry, looked up): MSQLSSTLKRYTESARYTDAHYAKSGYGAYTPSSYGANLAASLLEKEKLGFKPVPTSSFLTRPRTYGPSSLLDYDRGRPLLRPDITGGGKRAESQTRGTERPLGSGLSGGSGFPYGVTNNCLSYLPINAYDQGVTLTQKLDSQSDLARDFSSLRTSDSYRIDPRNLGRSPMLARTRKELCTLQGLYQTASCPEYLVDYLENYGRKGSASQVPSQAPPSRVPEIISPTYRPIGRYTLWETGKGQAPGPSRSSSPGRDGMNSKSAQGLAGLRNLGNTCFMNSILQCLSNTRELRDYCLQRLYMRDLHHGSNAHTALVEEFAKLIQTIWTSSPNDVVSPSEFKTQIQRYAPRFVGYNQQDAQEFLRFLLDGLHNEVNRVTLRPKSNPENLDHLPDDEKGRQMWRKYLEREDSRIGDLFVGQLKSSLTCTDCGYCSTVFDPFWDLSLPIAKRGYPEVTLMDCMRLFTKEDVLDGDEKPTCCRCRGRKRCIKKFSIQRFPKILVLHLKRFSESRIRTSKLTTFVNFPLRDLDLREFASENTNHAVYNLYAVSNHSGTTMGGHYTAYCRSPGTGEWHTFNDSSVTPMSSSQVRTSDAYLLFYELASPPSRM
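Cell-free coupled assay: 10nM USP2 core preincubated 30min RT with compound in Tris-HCl pH 8.0/CaCl2/CHAPS buffer, then 25nM Ub-CHOP2 and 25nM reporter substrate; fluorescence (Ex 485/Em 531) read after 60min RT, normalized to NEM inhibition, concentration-response curves fitted.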
BCR signal inh: blocks chronic active B-cell receptor signaling; 340,000 tested, 0.05% active; AID 493014; Potency, µM (titrated, usually from 46.1 µM), without a hit: top-dose ratio change, negative = lower green/red ratio, usual class: inhibitors; ABC-DLBCL IkBa-CBG/CBR reporter, luminescence ratio, 4 h; active = well fitted inhibition curve with a large enough effect in the signal ratio, with a control signal flat, not every such curve was filed as active; inconclusive = small, poorly fitted or top-dose-only effect, or effect the other way, or a change in a side signal; the % refers to the signal ratio;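 note: potency is the fitted concentration of half-maximal effect; plate controls were basal doxycycline-induced cells for no effect and cells given 10 µM MG132 for full effect; MG132 reads +100%, hits lower the ratio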
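Concentration-response series (up to 46 uM) were applied to TMD8 dual-reporter cells for 4 h at 37C with doxycycline. Green/red ratio, after filter-overlap correction, defined %Activity; red signal alone was normalised to basal cells and zero luminescence.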
Eya2 inh: inhibitors of human Eya2 phosphatase activity | recombinant Eya2, OMFP fluorescence dephosphorylation (OMFP is methylfluorescein phosphate) | Potency, µM (doses to about 76.9 µM), for the others: at the top dose activity, negative = inhibition, hits mostly inhibitors | 330,000 tested, 0.006% active; note: potency is the fitted concentration of half-maximal effect; % is set by controls: 0 for no effect and ±100 for the full control effect
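Eya2 (0.2 uM) preincubated 10 min at ambient with compound, then OMFP substrate added at 50 uM; 10 min reaction in 50 mM HEPES pH 7.5, 50 mM NaCl, 5 uM MgCl2, 0.05% BSA, 1 mM DTT. Fluorescence read at Ex 485/Em 525 nm.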
Mito fusion act: blocks mitochondrial division or promotes mitochondrial fusion; S. cerevisiae fusion-defective mutant growth rescue, CellTiterGlo 48 h; Potency, µM (doses to about 46.1 µM), for the others: top-dose growth rescue (activation), usual class: activators; 320,000 tested, 0.23% active; AID 485298;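 note: potency is the fitted concentration of half-maximal effect; % of control where 0% means no effect; nearly all actives have a fitted effect of over 45% in size; temperature-sensitive fusion mutants such as fzo1-1 at 37 °C on non-fermentable ethanol glycerol medium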
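Luminescent cell viability in 1536-well qHTS format served as the measure of rescued growth in ts fusion-mutant S. cerevisiae cultured on non-fermentable YPEG for 48 hours at 37C.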
* marks the source's active call; other numbers are inactive results; ? = inconclusive; nt = not tested or not shown; [ ] = dose if it differs, or a comment. Unless noted, calls come from the whole dose curve; as a rule, active = well fitted curve in the direction sought with a large enough effect; inconclusive = small, poorly fitted or top-dose-only effect, or another doubt; inactive = no such curve, though single readings can be large; an effect the other way counts as inactive or inconclusive.

cpd	Compound	USP2a block	Mito fusion act	uPA generation	TCR activator	TSHR antag	TSG101-PTAP inh	Eya2 inh	BCR signal inh	B2AR arrestin	Tb PFK block	ELG1 repair inh
1	CC(C)Oc1cccc(C(=O)NC(=S)Nc2ccccc2)c1	-4%	2%	-1%	2%[46.1 µM]	-21	0%	-12%	?	-0.2%	-2%	?
2	O=C(c1nn(Cc2ccccc2)c(=O)c2ccccc12)N1CCc2ccccc2C1	0%	2%	5%	1%	17	-3%	-15%	0%	-0.7%	-7%	?
3	COc1ccc2c(C)cc(SCC(=O)NC3CCCCC3)nc2c1	-11%	nt	1%	4%	-6	-7%	-9%	2%	0.6%	-2%	-2%
4	CC(C)(C)c1ccc(OC(=O)c2ccccc2)cc1	-1%	3%	2%	-7%	-6	-7%	-15%	?	0.1%	3%	?
5	CC(C)(C)c1ccc(C(=O)NCCC(=O)NC2=NCCS2)cc1	0%	-5%	17%	2%	11	0%	-2%	4%	12%	1%	28%
6	CCOC(=O)C1(Cc2cccc(Cl)c2)CCCN(C(=O)c2cccnc2)C1 (stereo unspecified)	0%	-5%	0%	6%	35	-1%	2%	3%	0.0%	-11%	12%
7	CC(=O)c1cccc(NC(=S)N2CCC(Cc3ccccc3)CC2)c1	-1%	?	-1%	-3%	-1	0%	-2%	-4%	0.0%	2%	-17%
8	CCO[C@@H]1OC(C(=O)O)=C[C@H](c2csc3ccccc23)[C@H]1CCCO	2%	-5%	10%	-4%	2	-1%	5%	3%	-0.4%	-4%	-6%
9	CCCC(C(=O)NCCC(C)C)N(Cc1ccc(F)cc1)C(=O)c1snc(C(N)=O)c1N (stereo unspecified)	2%	-4%	-13%	-7%	-6	-3%	6%	-11%	-0.5%	0%	-4%
10	CC(C)c1nc(SCC(=O)Nc2nccs2)c2ccccc2n1	3%	11%	-2%	3%	-4	1%	7%	?	0.2%	-11%	3%
11	COc1ccccc1Nc1nc(N)nc(CN2CCC(Cc3ccccc3)CC2)n1	2%	-8%	1%	4%	18	-2%	7%	-3%	0.8%	6%	-13%
12	CCSC1=NC2(CCCCC2)Nc2sc3c(c21)CCCC3	2%	4%	-5%	-2%	6	-3%	16%	9%	-1.1%	-3%	3%
13	CCN(CC(=O)Nc1ccc(NC(C)=O)cc1)C(=O)c1cc(CN2C(=O)c3ccccc3C2=O)ccc1OC	0%	-5%	3%	2%	10	0%	19%	3%	0.0%	-12%	?
14	Cc1ccc(C)c(OCc2cc(C(=O)N3CCN(c4ccccc4)CC3)no2)c1	-7%	-4%	-15%	-8%	-16	-1%	-17%	7%	-0.9%	-1%	?
15	CCC1(C)Cc2ccccc2-c2nc3n(c(=O)c21)CC(C(=O)O)S3 (stereo unspecified)	-5%	-2%	-4%	6%	0	-5%	-3%	-1%	-0.8%	0%	5%
16	CCn1c(SCC(=O)NCC2CCCO2)nnc1-c1ccccc1OC (stereo unspecified)	-1%	-2%	-6%	-8%	6	0%	1%	5%	-0.1%	-8%	5%
17	O=C(CN1CCC(C(=O)c2ccc(F)cc2)CC1)Nc1ccc(F)cc1	1%	10%	2%	1%[46.1 µM]	-8	-7%	0%	?	0.2%	2%	?
18	CCCN1CCN(C(=O)c2cc(COc3ccc(F)cc3F)on2)CC1	-1%	-3%	-8%	1%	-16	nt	-2%	5%	-0.2%	-15%	2%
19	N#CCC(=N)N1CCN(c2ccccc2Cl)CC1	0%	-1%	1%	0%	-10	-5%	8%	-13%	-0.1%	-5%	13%
20	CCn1c(SCC(=O)Nc2ccc3c(c2)oc2ccccc23)nnc1-c1ccc(N)cc1	0%	-2%	2%	1%	-13	0%	10%	13%	0.1%	0%	-9%
21	O=C(Cc1csc(NC(=O)Nc2cccc(Cl)c2)n1)NC1CCCC1	1%	-5%	1%	4%	-8	-2%	4%	1%	0.3%	-6%	1%
22	COc1ccc(S(=O)(=O)N2CCCCCC2)cc1C(=O)N(C)CC(=O)Nc1ccccc1C(F)(F)F	-1%	-2%	-2%	6%	-26	-1%	-7%	-8%	0.0%	8%	-19%
23	Cn1c(-c2ccc(F)cc2)cnc1NCc1ccc(F)cc1F	-1%	-4%	15%	nt	1	-2%	2%	-30%	-0.9%	1%	-19%
24	FC(F)(F)c1cccc(OCC2CNC(=S)O2)c1 (stereo unspecified)	0%	-13%	6%	nt	-6	-8%	-27%	?	-0.2%	-6%	-8%
25	COc1cc(OC)c(Cl)cc1N	-1%	0%	-1%	7%	-12	0%	-8%	0%	-0.5%	-2%	6%

Remaining list, next part
cpd	Compound	USP2a block	Mito fusion act	uPA generation	TCR activator	TSHR antag	TSG101-PTAP inh	Eya2 inh	BCR signal inh	B2AR arrestin	Tb PFK block	ELG1 repair inh
26	Cc1ccccc1SCCNC(=O)c1ccccc1Br	0%	-15%	-7%	4%	4	-1%	-10%	-9%	-0.2%	-2%	?
27	CCc1nnc(NC(=O)CSc2nnc(CSc3nc(C)cc(C)n3)n2C)s1	1%	1%	1%	6%	-1	-2%	-13%	-1%	-0.3%	3%	1%
28	CC1CN(C(=O)c2ccc(COc3ccc4ccccc4c3)o2)CC(C)O1 (stereo unspecified)	-7%	23%	-48%	2%	-4	-8%	-3%	?	0.1%	-13%	?
29	CCOc1ccc(N2C(=O)CC(Sc3nccc(C)n3)C2=O)cc1 (stereo unspecified)	4%	-4%	-2%	7%	1	-3%	-1%	-3%	-0.1%	-2%	15%
30	COCCSc1ccccc1C(=O)N1CCCC1	3%	0%	0%	-3%	10	-4%	5%	8%	-0.5%	0%	14%
31	O=C(O)C1CCCCC1C(=O)NC1CCCCC1 (stereo unspecified)	2%	2%	nt	13%	10	-5%	22%	-3%	2.9%	-18%	15%
32	Cc1onc(-c2c(F)cccc2Cl)c1C(=O)OCc1cnc(Cl)s1	-2%	2%	-30%	6%	-13	-2%	-25%	?	-0.4%	-1%	?
33	Cc1ccc(NC(=O)CC2SC(=O)NC2=O)cc1 (stereo unspecified)	2%	9%	-7%	0%[46.1 µM]	9	0%	0%	0%	-1.8%	2%	0%
34	Cc1[nH]c2ccccc2c1SCC(=O)N1CCOCC1	4%	5%	-2%	-5%[46.1 µM]	51	-6%	2%	?	0.2%	9%	12%
35	COc1ccc(CN2CCN(Cc3ccco3)CC2)cc1	-9%	9%	-5%	-16%	1	-1%	14%	3%	0.1%	-3%	2%
36	Cc1ccc(NC(=O)Cn2cccc2)c(Br)c1	-1%	4%	nt	10%	7	-6%	23%	?	-0.6%	0%	?
37	CN(C)c1ccc(C(C(=O)NC2CCCC2)N(C(=O)c2csnn2)C2CC2)cc1 (stereo unspecified)	-2%	12%	-6%	-3%	1	-4%	-8%	0%	-0.6%	0%	1%
38	O=C(NCc1ccc2c(c1)OCO2)C(=O)NCC1OCCN1S(=O)(=O)c1ccc(Cl)cc1 (stereo unspecified)	-2%	0%	6%	0%	9	nt	5%	-8%	-1.2%	-4%	?
39	NC(=O)C(CC(=O)O)NC(=O)[C@@H]1CCOc2c(I)cc([N+](=O)[O-])cc2C(=O)N[C@@H](CCC(=O)O)C(=O)N[C@@H](CO)C(=O)N1 (stereo partly specified)	1%	0%	-5%	-1%	-4	-1%	3%	0%	-0.5%	-7%	3%
40	Cc1ccc(CNC(=O)c2cc(Cl)cc(Cl)c2)n1C	-2%	-7%	0%	1%	6	-2%	0%	-2%	0.1%	3%	-3%
41	N#Cc1ccccc1COC(=O)CCC(=O)c1cccs1	1%	0%	2%	6%	12	-2%	5%	5%	0.3%	3%	11%
42	Cc1c(CN2CCN(c3cccc(C(F)(F)F)c3)CC2)c(=O)n(-c2ccccc2)n1C	2%	-2%	1%	2%	8	-6%	7%[15.4 µM]	-1%	0.1%	3%	?
43	COc1ccc(N2C(=O)C3CCCN3C2c2ccc(C)cc2)cc1 (stereo unspecified)	2%	-5%	14%	-6%	-9	-8%	6%	3%	0.3%	1%	13%
44	CC(=O)N1CCN2C(=O)C1CCCC(=O)c1cc(C3CCCCC3)ccc12 (stereo unspecified)	3%	3%	3%	-1%	-2	3%	4%	1%	0.1%	-4%	2%

Bioassay records deposited in PubChem BioAssay by National Center for Advancing Translational Sciences (NCATS).
